b-catenin transl: modulators of beta-catenin nuclear translocation, primary screen, imaging, HeLa cells, immunofluorescence, high-content; nuclear translocation activity, % at 5 µM; 190,000 compounds, 0.3% hits; AID 1665, 2009;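 active = nuclear translocation activity above 50% at 5 µM, with a well cell count of 50 or more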;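 note: per-cell ratio of nuclear to cytoplasmic median beta-catenin stain intensity; plate controls were DMSO negative control for no effect and GSK-3 inhibitor IX positive control for full effect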
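Signal – beta-catenin immunofluorescence imaging with DAPI · Test system – human HeLa cell line · Dosing – 5 µM primary single dose, 0.1% DMSO, 0.02–20 µM confirmation series · Measure – % activation, nuclear-to-cytoplasmic median beta-catenin signal ratio per cell · Incubation – 24 h compound exposure at 37°C, 5% CO2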
Yfh1-depleted yeast: enhancers of respiration in Yfh1-depleted yeast, dose response, Friedreich's ataxia, plus single-dose screen (AID 1465). S. cerevisiae Yfh1-off respiration, WST-1 reduction, 72 h; higher fold induction means a stronger effect. fold induction at 50 µM; hits with a dose series show EC50 in µM. 220,000 compounds, 0.074% hits;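 active = fold induction of absorbance versus untreated yeast above a set limit, then at least 30% activation at any dose in follow-up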;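 note: activators that raise dye reduction in frataxin-depleted yeast; strong numbers were not always called active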
Autophagy HCS: autophagy modulators in MEF cells, primary screen, imaging, high-content, MEF GFP-LC3; MEF GFP-LC3 puncta imaging; test concentration mostly 10 µM; calls only at 10 µM (by protocol); 190,000 compounds, 0.98% hits;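 active = percentage of spot-positive cells more than 3 SD above its plate mean, without a fluorescence outlier flag or 80% toxicity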;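 note: spot-positive cell cutoff set from DMSO-treated cells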
Dynein transport: inhibitors of GR-EGFP nuclear translocation, primary screen, dynein cargo transport inhibitor project, imaging, high-content, 3617.4 mouse cells; test concentration mostly 20 µM; stimulated with dexamethasone, 1 µM; active compounds read low; z-score, hits read low; 220,000 compounds, 0.47% hits; AID 1381, 2008;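 active = plate z-score of nuclear minus cytoplasmic receptor signal below a set negative limit, without overly bright fluorescence or cell loss, cut at about -3.5 in these data, passing the limit was not always enough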;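 note: z-score of nuclear minus cytoplasmic ring GR-EGFP intensity difference per well; some compounds called inactive have numbers as strong as hits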
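Buffer or medium: tet-free, stripped-serum medium; reagent: dexamethasone at 1.0 µM final, 30 min; incubation: 48 h induction, 1 h compound, 30 min dex at 37 °C; measured by: formaldehyde fixation, Hoechst nuclear stain, 10x automated fluorescence imaging; read-out: nuclear-to-cytoplasmic GR-EGFP distribution per well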
M17LAP inhibition: P. falciparum M17LAP inhibitors, primary screen, biochemical, fluorogenic H-Leu-NHMec substrate, 1536-well (AID 1619); recombinant M17LAP, H-Leu-NHMec fluorogenic kinetic assay; higher % means a stronger effect; one-dose inhibition, % at 30 µM; IC50 in µM for titrated hits; 220,000 compounds, 0.38% hits;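 active = compound inhibiting the enzyme by more than half at any dose during confirmatory dose-response retesting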;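 note: plate controls were full reaction with DMSO carrier for no effect and no enzyme background for full effect; strong numbers were not always called active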
NOD2 inhibition: NOD2 signaling inhibitors, cell-based, luminescence, uHTS, HEK293 (AID 1566) | inhibition, % at 4 µM; hits with a dose series show EC50 in µM | 290,000 compounds, 0.63% hits | HEK293 NOD2/NF-kB luciferase reporter, luminescence; higher % means a stronger effect; in the data active = inhibition above about 50%; note: many of its hits are not listed in these tables
NOD1 inhibition: NOD1 signaling inhibitors, primary screen, cell-based, luminescence, uHTS (AID 1578). NOD1-driven NF-kB luciferase reporter cells, luminescence; higher % means a stronger effect. inhibition, % at 4 µM; hits with a dose series show EC50 in µM. 290,000 compounds, 1% hits; in the data active = inhibition mostly above about 36%, no sharp cut-off; inactive = mostly below about 34%;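 note: HEK-293T reporter cells stimulated with the NOD1 agonist gamma-tri-DAP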
MT stabilize HCS: microtubule stabilizers in HeLa cells, primary screen, imaging, high-content imaging; 200,000 compounds, 0.83% hits; HeLa tubulin immunostaining HCS, 24 h; share of cells brighter than vehicle mean+2SD; AID 2205, 2009; % tubulin-high responders, % at 10 µM;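 active = plate Z-score above 3 for both tubulin-high and condensed-nucleus cell shares, with cell loss under 80%, at 10 µM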;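 note: anti alpha tubulin signal scored within the nucleus-defined area of each cell; some results filed as inactive read as strong as hits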
Insulin prom up: insulin promoter activators in MIN6 cells, imaging, high-content screening, mouse beta cells. MIN6 insulin promoter-GFP reporter; active compounds read high. z-score at 5 µM. 190,000 compounds, 0.3% hits. AID 1625, 2009;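 active = z-score above 3 at 5 µM with at least 500 cells counted in the well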
Dynein transport cytoplasmic EGFP: also measured in Dynein transport; calls as there; z-score; measured here: cytoplasmic GR-EGFP intensity; active compounds read high
Dynein transport nuclear GR-EGFP: second read-out of Dynein transport, no call of its own (marks repeat the call); z-score; measured here: nuclear GR-EGFP intensity;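 lower value marks the stronger effect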
Dynein transport cell count: also measured in Dynein transport; calls as there; z-score; measured here: cell count per field
Insulin prom up cell count: further read-out of Insulin prom up, marked with its call; cell count; measured here: cytotoxicity, nuclei count;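 total cells summed across four imaged fields per well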
b-catenin transl cell count 5 µM: second read-out of b-catenin transl, no call of its own (marks repeat the call); cell count; measured here: cell count, cytotoxicity flag
MT stabilize HCS Hoechst-high %: further read-out of MT stabilize HCS, marked with its call; % Hoechst-high responders; measured here: nuclear condensation Hoechst responders;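 share of cells brighter than vehicle mean plus two SD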
MT stabilize HCS cytotoxicity %: recorded beside MT stabilize HCS, whose call it bears; toxicity, %; measured here: cytotoxicity by cell density;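 0% = mean cell density of plate MIN control wells and 100% = no cells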
Autophagy HCS cell loss 18 h: also measured in Autophagy HCS; calls as there; toxicity, %; measured here: cell loss, nuclei count;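 cell loss after 18 h compound exposure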
* marks the source's active call; other numbers are inactive results.

Screening COc1ccc(C(=O)Nc2c(F)c(F)c(F)c(F)c2F)c(OC)c1 returned b-catenin transl -2.9, Yfh1-depleted yeast inactive, Autophagy HCS inactive, Dynein transport -0.39, M17LAP inhibition 9%, NOD2 inhibition 20%, NOD1 inhibition -19%, MT stabilize HCS 1.6, Insulin prom up -0.47, Dynein transport cytoplasmic EGFP -0.2, Dynein transport nuclear GR-EGFP -0.2, Dynein transport cell count 0.49, Insulin prom up cell count 1093, b-catenin transl cell count 5 µM 1203, MT stabilize HCS Hoechst-high % 1.3, MT stabilize HCS cytotoxicity % 4.9 and Autophagy HCS cell loss 18 h 13.
For COCC(=O)NC1CCN(CC(=O)Nc2ccc(OC)cc2[N+](=O)[O-])CC1 the results were b-catenin transl 1.1, Yfh1-depleted yeast inactive, Autophagy HCS inactive, Dynein transport 0.32, M17LAP inhibition -2%, NOD2 inhibition -8%, NOD1 inhibition -8%, MT stabilize HCS 2.3, Insulin prom up 0.65, Dynein transport cytoplasmic EGFP -0.025, Dynein transport nuclear GR-EGFP 0.19, Dynein transport cell count -0.77, Insulin prom up cell count 1413, b-catenin transl cell count 5 µM 1331, MT stabilize HCS Hoechst-high % 2.2, MT stabilize HCS cytotoxicity % 1.7 and Autophagy HCS cell loss 18 h -6.
For CN(C)CCCNC(=O)c1ccccn1 the results were Yfh1-depleted yeast inactive, Autophagy HCS inactive, Dynein transport -0.48, M17LAP inhibition 6%, NOD2 inhibition 6%, NOD1 inhibition -6%, MT stabilize HCS 1.0, Dynein transport cytoplasmic EGFP 0.019, Dynein transport nuclear GR-EGFP 0.095, Dynein transport cell count 0.75, MT stabilize HCS Hoechst-high % 1.3, MT stabilize HCS cytotoxicity % 4.1 and Autophagy HCS cell loss 18 h -15.
For O=C(N/N=C/c1ccc(Sc2nc3ccccc3s2)c([N+](=O)[O-])c1)c1ccccn1 the results were b-catenin transl -1.8, Yfh1-depleted yeast inactive, Autophagy HCS inactive, Dynein transport 0.59, M17LAP inhibition -9%, NOD2 inhibition 18%, NOD1 inhibition 57%, MT stabilize HCS 2.0, Insulin prom up -1.5, Dynein transport cytoplasmic EGFP -0.44, Dynein transport nuclear GR-EGFP 0.51, Dynein transport cell count -0.29, Insulin prom up cell count 1590, b-catenin transl cell count 5 µM 1370, MT stabilize HCS Hoechst-high % 2.9, MT stabilize HCS cytotoxicity % 7.9 and Autophagy HCS cell loss 18 h 3.
For C=CCn1c(C)cc(C(=O)COC(=O)CNC(=O)c2ccccc2)c1C the results were Yfh1-depleted yeast inactive, Autophagy HCS inactive, Dynein transport 1.2, M17LAP inhibition 3%, NOD2 inhibition 9%, NOD1 inhibition -16%, MT stabilize HCS 2.1, Insulin prom up -0.95, Dynein transport cytoplasmic EGFP 0.099, Dynein transport nuclear GR-EGFP 2.3, Dynein transport cell count -2.3, Insulin prom up cell count 1306, MT stabilize HCS Hoechst-high % 1.9, MT stabilize HCS cytotoxicity % 8.5 and Autophagy HCS cell loss 18 h 3.
CC(C)(SC(=S)N1CCOCC1)C(=O)O was read as b-catenin transl -0.5, Yfh1-depleted yeast inactive, Autophagy HCS inactive, Dynein transport 0.9, M17LAP inhibition 11%, NOD2 inhibition 5%, NOD1 inhibition 1%, MT stabilize HCS 2.0, Insulin prom up -0.7, Dynein transport cytoplasmic EGFP -0.099, Dynein transport nuclear GR-EGFP 0.3, Dynein transport cell count -0.67, Insulin prom up cell count 1645, b-catenin transl cell count 5 µM 1349, MT stabilize HCS Hoechst-high % 1.3, MT stabilize HCS cytotoxicity % 0.5 and Autophagy HCS cell loss 18 h -8.
`Cc1c(Cl)c([N+](=O)[O-])nn1CC(=O)Nc1ccc2c(c1)OCO2` gave Yfh1-depleted yeast inactive, Autophagy HCS inactive, Dynein transport -0.28, M17LAP inhibition 1%, NOD2 inhibition -8%, NOD1 inhibition -6%, MT stabilize HCS 3.5, Insulin prom up -0.21, Dynein transport cytoplasmic EGFP -0.34, Dynein transport nuclear GR-EGFP -0.5, Dynein transport cell count 0.69, Insulin prom up cell count 1162, MT stabilize HCS Hoechst-high % 2.7, MT stabilize HCS cytotoxicity % 3.1 and Autophagy HCS cell loss 18 h -7.
CCOC(=O)Nc1ccc2c(c1)N(C(=O)N1CCN(C)CC1)c1ccccc1CC2 was read as b-catenin transl 0.5, Yfh1-depleted yeast inactive, Autophagy HCS inactive, Dynein transport 0.74, NOD2 inhibition 9%, NOD1 inhibition -4%, MT stabilize HCS 3.4, Insulin prom up -0.06, Dynein transport cytoplasmic EGFP -0.24, Dynein transport nuclear GR-EGFP 0.74, Dynein transport cell count -0.39, Insulin prom up cell count 1394, b-catenin transl cell count 5 µM 912, MT stabilize HCS Hoechst-high % 1.6, MT stabilize HCS cytotoxicity % 8.0 and Autophagy HCS cell loss 18 h 17.
For OC(c1ccccc1)c1nccn1Cc1ccccc1 (stereo not given) the results were Yfh1-depleted yeast inactive, Autophagy HCS inactive, Dynein transport -1.9, M17LAP inhibition 9%, NOD2 inhibition 10%, NOD1 inhibition -24%, MT stabilize HCS 1.7, Dynein transport cytoplasmic EGFP 0.027, Dynein transport nuclear GR-EGFP -0.89, Dynein transport cell count -0.34, MT stabilize HCS Hoechst-high % 1.9, MT stabilize HCS cytotoxicity % 8.1 and Autophagy HCS cell loss 18 h 0.
COc1ccc(N(CC(=O)Nc2ccc(OC)cc2OC)S(=O)(=O)c2ccccc2)cc1 was read as b-catenin transl -0.2, Yfh1-depleted yeast inactive, Autophagy HCS inactive, Dynein transport 0.87, M17LAP inhibition -7%, NOD2 inhibition 8%, NOD1 inhibition -30%, MT stabilize HCS 8.3*, Insulin prom up -0.58, Dynein transport cytoplasmic EGFP -0.01, Dynein transport nuclear GR-EGFP 0.39, Dynein transport cell count -0.56, Insulin prom up cell count 1445, b-catenin transl cell count 5 µM 1092, MT stabilize HCS Hoechst-high % 23*, MT stabilize HCS cytotoxicity % 28* and Autophagy HCS cell loss 18 h 1.
For CCc1ccc(CN(C)CC(=O)Nc2sccc2C#N)cc1 the results were Yfh1-depleted yeast inactive, Autophagy HCS inactive, Dynein transport 0.7, M17LAP inhibition -3%, NOD2 inhibition -5%, NOD1 inhibition -45%, MT stabilize HCS 2.1, Insulin prom up 0.21, Dynein transport cytoplasmic EGFP -0.31, Dynein transport nuclear GR-EGFP -0.035, Dynein transport cell count 0.093, Insulin prom up cell count 1289, MT stabilize HCS Hoechst-high % 3.3, MT stabilize HCS cytotoxicity % 9.1 and Autophagy HCS cell loss 18 h -7.
For COc1cc(C=O)cc(OC)c1OS(=O)(=O)c1ccc(NC(C)=O)cc1 the results were b-catenin transl -0.6, Yfh1-depleted yeast inactive, Autophagy HCS inactive, Dynein transport -0.48, M17LAP inhibition 2%, NOD2 inhibition 3%, NOD1 inhibition -20%, MT stabilize HCS 1.8, Insulin prom up 0, Dynein transport cytoplasmic EGFP -0.22, Dynein transport nuclear GR-EGFP -0.34, Dynein transport cell count 0.72, Insulin prom up cell count 1607, b-catenin transl cell count 5 µM 1459, MT stabilize HCS Hoechst-high % 1.1, MT stabilize HCS cytotoxicity % 7.1 and Autophagy HCS cell loss 18 h 5.
`O=C(c1ccncc1)N(Cc1ccco1)Cc1cc2ccccc2[nH]c1=O` gave b-catenin transl -3.7, Yfh1-depleted yeast inactive, Autophagy HCS inactive, Dynein transport -0.17, M17LAP inhibition 5%, NOD2 inhibition 3%, NOD1 inhibition -4%, MT stabilize HCS 3.2, Insulin prom up 0.59, Dynein transport cytoplasmic EGFP -0.087, Dynein transport nuclear GR-EGFP 0.18, Dynein transport cell count 0.32, Insulin prom up cell count 1079, b-catenin transl cell count 5 µM 956, MT stabilize HCS Hoechst-high % 2.5, MT stabilize HCS cytotoxicity % 4.3 and Autophagy HCS cell loss 18 h 2.
`COc1ccc(N(CC(=O)NCc2ccco2)S(=O)(=O)c2ccc(C)cc2)cc1` gave b-catenin transl -0.2, Yfh1-depleted yeast inactive, Autophagy HCS inactive, Dynein transport 0.74, M17LAP inhibition 5%, NOD2 inhibition 18%, NOD1 inhibition -10%, MT stabilize HCS 2.1, Insulin prom up -0.42, Dynein transport cytoplasmic EGFP -0.38, Dynein transport nuclear GR-EGFP -0.33, Dynein transport cell count 1.1, Insulin prom up cell count 1447, b-catenin transl cell count 5 µM 1505, MT stabilize HCS Hoechst-high % 1.8, MT stabilize HCS cytotoxicity % 10 and Autophagy HCS cell loss 18 h 21.

This is a subset; the hit share may differ from the screen's.
